# BioA inh = BioA (M. tuberculosis) enzyme inhibition. purified M. tuberculosis BioA enzyme, plate reader. inhibition, % at 9.99 µM. hit rate 0.096% among 360,000. AID 602481; in the data active = inhibition above about 40%; inconclusive = no clear call, values can overlap the other calls
# Anthrax LF prot = blocks Bacillus anthracis lethal factor protease; P15917; multiplex microsphere protease cleavage assay, LF; inhibition, % at 10 µM; hit rate 0.12% among 360,000; also: plate controls were buffer without enzyme for full effect and enzyme alone for no effect
# BoNT A protease = BoNT A light chain protease inhibition; multiplex microsphere protease substrate cleavage, flow cytometry; inhibition, % at 10 µM; hit rate 0.17% among 360,000; AID 588499; also: plate controls were buffer without enzyme for full effect and enzyme alone for no effect
# BoNT F protease = blocks Botulinum neurotoxin F light chain protease; AID 588497; inhibition, % at 10 µM; Multiplex microsphere protease cleavage assay, flow cytometry; hit rate 0.22% among 360,000; in the data active = inhibition above about 35%, passing the limit was not always enough; inconclusive = no clear call, values can overlap the other calls; also: plate controls were buffer without enzyme for full effect and enzyme alone for no effect
# PfHsp40 rescue = compounds rescuing yeast from Plasmodium falciparum HSP40 toxicity; S. cerevisiae expressing PfHsp40, growth rescue, ATP luminescence; AID 504582; hit rate 0.68% among 340,000; growth rescue, % at 12.5 µM; in the data active = growth rescue above about 28%, passing the limit was not always enough; inconclusive = no clear call, values can overlap the other calls;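 also: yeast W303a lacking pdr1 and pdr3 grown in galactose medium; growth measured after three days at 30 °C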
# FadD28 binding = inhibitors of Mycobacterium tuberculosis FadD28 bisubstrate binding; hit rate 0.22% among 360,000; AID 588549; inhibition, % at 12.5 µM; FadD28 bisubstrate probe binding, fluorescence polarization; in the data active = inhibition above about 8.5%, passing the limit was not always enough; inconclusive = no clear call, values can overlap the other calls
# GDH-TPI counter = counter-screen for M. tuberculosis FBA inhibitors: GDH-TPI coupled enzymes; GDH-TPI coupled enzyme counterscreen, NADH absorbance; inhibition, % at 4.8 µM; hit rate 1.2% among 360,000; AID 588335; in the data active = inhibition above about 30%;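 also: 0% = DMSO wells and 100% = wells lacking the enzyme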
# Mtb UGM inh = Mtb UDP-galactopyranose mutase inhibition | P9WIQ1 | purified UGM, fluorescence polarization probe displacement | inhibition, % at 10 µM | hit rate 0.06% among 320,000 | AID 504406; in the data active = inhibition above about 10%, passing the limit was not always enough; inconclusive = no clear call, values can overlap the other calls
# Target sequence (P9WIQ1 whole entry, looked up): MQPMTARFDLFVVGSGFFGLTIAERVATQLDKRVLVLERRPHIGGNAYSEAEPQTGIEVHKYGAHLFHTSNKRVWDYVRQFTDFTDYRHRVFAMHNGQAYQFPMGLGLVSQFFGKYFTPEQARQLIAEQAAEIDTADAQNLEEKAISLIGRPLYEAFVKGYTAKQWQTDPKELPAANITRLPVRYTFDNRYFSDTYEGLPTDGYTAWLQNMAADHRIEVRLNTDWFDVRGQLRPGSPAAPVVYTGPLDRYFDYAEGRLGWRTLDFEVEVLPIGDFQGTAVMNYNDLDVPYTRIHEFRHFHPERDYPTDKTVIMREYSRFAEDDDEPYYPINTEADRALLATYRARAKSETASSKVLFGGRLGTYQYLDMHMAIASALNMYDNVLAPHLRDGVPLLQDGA
# Mtb FBA inh = Mtb fructose-bisphosphate aldolase inhibition; inhibition, % at 1 µM; purified M. tuberculosis FBA, fluorescence read-out; hit rate 2.3% among 360,000; P9WQA3; in the data active = inhibition above about 27%;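 also: 0% = vehicle and 100% = reference inhibitor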
# Target sequence (P9WQA3 whole entry, looked up): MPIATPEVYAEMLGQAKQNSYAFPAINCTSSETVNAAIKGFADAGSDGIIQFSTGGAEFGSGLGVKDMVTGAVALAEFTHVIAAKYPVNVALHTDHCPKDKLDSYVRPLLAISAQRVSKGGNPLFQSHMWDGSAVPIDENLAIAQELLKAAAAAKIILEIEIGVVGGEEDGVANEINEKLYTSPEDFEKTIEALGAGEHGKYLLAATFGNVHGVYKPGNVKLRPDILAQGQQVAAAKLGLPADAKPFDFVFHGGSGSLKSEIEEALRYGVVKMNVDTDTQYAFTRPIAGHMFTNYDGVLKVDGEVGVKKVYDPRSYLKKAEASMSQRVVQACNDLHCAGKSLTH
# Starred values were filed as active, the others as inactive; ? = inconclusive; / = not tested or not shown; & = joins results of further samples. Rule as the data show it, unless noted: active = inhibition above about 30%; inconclusive = no clear call, values can overlap the other calls; inactive = below that.
no.	molecule	BioA inh	Anthrax LF prot	BoNT A protease	BoNT F protease	PfHsp40 rescue	FadD28 binding	GDH-TPI counter	Mtb UGM inh	Mtb FBA inh
1	N#CCCN1CCN(C(=S)c2ccc(-c3cc(Cl)ccc3Cl)o2)CC1	2.0	-1.7	3.6	2.5	17.8	-5.9	5.7	-1.1	-0.5
2	COc1ccc(NC(=O)COC(=O)c2cccc(S(=O)(=O)N(C)C)c2)cc1	-1.0	-3.5	-1.0	-3.7	-1.2	-1.5	-5.4	/	2.4
3	O=C(NCc1ccc(F)cc1)Nc1nnc([C@@H]2C[C@H](O)[C@@H](CO)O2)s1	-0.4	-1.3	-0.2	1.1	/	-2.5	-6.2	/	-1.2
4	CSc1nnc(-c2cccs2)n1-c1ccccc1	0.4	0.9	7.6	8.7	0.0	-3.5	-3.1	-2.6	9.9
5	CCCn1nc(NS(=O)(=O)c2ccccc2[N+](=O)[O-])c2cc3ccccc3nc21	-0.3	3.5	1.6	1.5	0.2	-2.4	6.8	-2.6	-8.2
6	O=C1C2C3C=CC(C3)C2C(=O)N1c1cccc(N2C(=O)C3C4C=CC(C4)C3C2=O)n1 (stereo unspecified)	-1.7	-4.5	0.5	-0.9	-0.3	0.2	-5.5	0.7	2.9
7	NNC(=O)c1nc(Cl)c(Cl)c(N)c1Cl	-0.3	-6.7	0.0	5.1	-1.6	-0.9	12.5	3.7	5.5
8	N#CCCN(C(=O)COC(=O)CNC(=O)c1ccc(-c2ccccc2)cc1)c1ccc(F)cc1	-0.2	4.2	0.8	3.4	1.3	-1.3	0.0	0.7	-2.8
9	Cc1ccc(CN2CC(=O)N3[C@H]4c5cc(Cl)ccc5OC[C@@H]4[C@H](c4ccccc4)[C@]3(C)C2=O)cc1	0.8	2.8	0.4	-6.3	-0.4	0.3	9.5	-3.1	-0.3
10	Cc1c(Cl)cccc1NC(=S)NCCC(C)C	1.6	/	/	/	0.1	-3.0	1.9	-2.3	-5.1
11	O=C(Nc1ccn(CCCNCCN2CCOCC2)c(=O)n1)OCc1ccccc1	-0.8	2.7	-0.2	5.6	-2.3	-0.8	-3.1	/	0.2
12	O=C(CNS(=O)(=O)c1ccc(Br)s1)N1CCN(C(=O)c2ccco2)CC1	-1.8	-0.7	2.5	3.9	-1.1	0.0	5.7	3.0	0.6
13	O=C(CN(C(=O)CCC(=O)Nc1nccs1)c1cccc(F)c1)NCCc1ccccc1	-0.9	-1.6	-0.5	4.1	1.1	-4.1	13.3	-0.1	-2.0
14	COCCN(CCOC)Cc1c(O)ccc2c1O/C(=C\c1ccc(C)o1)C2=O	/	-3.9	-3.1	-14.8	-0.4	0.1	5.9	-1.3	-9.0
15	COc1ccc(NC2=CC(c3ccc(OC)c(OC)c3)N(c3ccc(OC)cc3)C2=O)cc1 (stereo unspecified)	/	-0.5	-0.8	-0.8	-0.6	-2.4	3.0	-0.3	-1.2
16	CCCN1CCN(C(=S)NCc2ccc(Cl)cc2)CC1	/	1.0	-0.2	-5.3	1.4	-3.8	5.1	1.8	0.0
17	CS(=O)(=O)N1N=C(c2ccc(Br)cc2)CC1c1ccc2c(c1)OCO2 (stereo unspecified)	0.2	1.3	3.6	3.1	-0.6	-1.8	-10.0	1.4	2.9
18	COc1cccc(-c2cc(C(F)(F)F)n3nc(C(=O)N4CCCCC4c4cccnc4)cc3n2)c1 (stereo unspecified)	0.5	-6.3	0.8	-6.2	3.2	-3.1	6.9	-1.3	3.2
19	Cc1cccc(-c2ccc3[nH]c4c(c3c2)CCN2C[C@@H]([C@H](C)O)[C@@H](N(C)C(=O)Nc3ccc(F)cc3)C[C@@H]42)c1	-4.1	-2.3	0.2	-14.1	/	-5.7	6.2	/	0.6
20	COC(=O)c1sccc1NC(=O)c1ccccc1F	-0.6	4.9	3.0	13.7	1.6	0.1	-0.4	3.0	-0.9

# The list continues:
no.	molecule	BioA inh	Anthrax LF prot	BoNT A protease	BoNT F protease	PfHsp40 rescue	FadD28 binding	GDH-TPI counter	Mtb UGM inh	Mtb FBA inh
21	NC(=O)c1ccsc1NC(=O)CS(=O)(=O)c1ccccc1	/	-0.7	-7.6	4.9	/	-2.4	7.8	-0.1	0.3
22	CCOC(=O)c1c(NC(=O)/C=C/c2ccco2)sc(C)c1C	-1.4	-14.4	-0.4	-13.9	-0.4	1.3	-5.9	1.0	-2.8
23	CCc1cc2c(=O)[nH]c(N3CCCC3)nc2s1	/	-0.7	0.7	-10.1	-1.2	-1.3	11.4	3.9	5.5
24	CCCCN1CCC(CN2C(=S)NC[C@@H]2CC(C)C)CC1	0.7	-5.2	-0.6	-6.8	0.3	-2.0	4.2	/	5.9
25	Cc1ccc(C(=O)O)cc1-n1c(C)cc(C=O)c1C	/	-3.2	0.3	-1.8	1.0	0.1	2.5	-4.4	1.0
26	CCN(c1cccc(C)c1)S(=O)(=O)c1ccc(-c2ccc(=O)[nH]n2)o1	-2.0	0.9	-7.9	-9.7	-0.3	-0.7	9.5	-2.0	2.1
27	CC(=O)N1N=C(c2cccc(NS(C)(=O)=O)c2)CC1c1ccc2c(c1)OCO2 (stereo unspecified)	0.4	6.0	-0.5	?	-0.1	-1.3	3.5	0.2	-1.6
28	CC(=O)N1CCOc2ccc(S(=O)(=O)N3CCC(C(=O)Nc4cc(C)cc(C)c4)CC3)cc21	0.4	3.8	0.0	0.8	0.8	-0.1	4.3	0.3	1.9
29	O=C(Nc1cccc(NC(=O)c2ccco2)c1)c1ccc([N+](=O)[O-])cc1	/	-2.0	-1.0	-1.7	-1.1	-1.0	-0.6	-1.1	-1.1
30	O=C(Cn1c(=O)[nH]c2ccsc2c1=O)NC1CCCCCC1	1.8	-3.7	?	-0.9	-0.2	-2.9	2.4	-2.0	0.9
31	CC(Cc1ccccc1)[n+]1cc(/N=C(\[O-])Nc2ccccc2)on1 (stereo unspecified)	1.0	-4.7	-1.0	-18.9	0.0	-1.4	28.4	-2.2	2.1
32	Cc1cc(C)n(CC(O)CN2c3ccccc3Sc3ccccc32)n1 (stereo unspecified)	/	0.0	0.2	-3.6	3.4	-7.3	6.2	2.4	-4.9
33	Cc1nc2ccc(C(=O)N3CCC(O)(Cc4ccccc4)CC3)cn2c1N(C)C(=O)CCc1ccccc1	1.3	-0.9	-0.4	2.2	/	-3.5	8.4	/	0.4
34	COc1ccc(C)cc1S(=O)(=O)NC1CCCCCC1	-1.1	2.3	2.5	8.5	-1.2	-4.3	3.9	1.9	-2.1
35	CCOC(=O)C1CCN(S(=O)(=O)c2ccc(Cl)cc2OC)CC1	-0.7	-0.4	0.4	-4.6	-1.2	-3.1	2.7	0.6	-0.3
36	O=c1ccc(-c2ccccc2)no1	/	-7.0	-0.6	-6.2	-0.8	-2.9	-0.8	-2.3	2.8
37	COc1ccc(CN(Cc2ccc(C(=O)O)cc2)C(=S)Nc2ccc(C)cc2)cc1OC	-0.7	-4.3	-0.1	-1.5	-0.7	-3.6	-7.9	0.9	-1.0
38	Cc1ccc(NC(=O)CSc2nnc(-c3ccccc3Br)o2)cc1C	-1.3	0.3	0.7	5.3	-0.9	-1.5	1.9	0.0	0.1
39	CCSc1ccccc1C(=O)NC1CCCCC1	/	0.7	0.3	3.8	-0.4	0.1	6.0	1.9	4.0
40	CCNC(=O)C(=O)NCC(c1cccs1)S(=O)(=O)c1ccc(C)cc1 (stereo unspecified)	-1.3	-2.3	0.1	2.7	0.2	-1.4	0.4	0.9	-3.1

# The list continues.
no.	molecule	BioA inh	Anthrax LF prot	BoNT A protease	BoNT F protease	PfHsp40 rescue	FadD28 binding	GDH-TPI counter	Mtb UGM inh	Mtb FBA inh
41	Cc1nc(N2CCCCC2)nc(N2CCCCC2)c1C=O	-1.4	-3.4	-1.0	-1.2	-1.5	-0.1	6.7	-2.1	-2.1
42	O=S(=O)(NCC(c1cccnc1)N1CCOCC1)c1cccs1 (stereo unspecified)	-2.0	-5.8	-0.2	-2.0	-0.4	-0.5	17.9	2.8	0.8
43	CCCCC(Sc1nc(N)c(NC(=O)c2ccco2)c(=O)[nH]1)C(=O)O (stereo unspecified)	-1.8	-0.2	0.9	-4.6	1.1	/	-0.3	2.5	-0.5
44	O=C(Nc1ccc2ccccc2c1)c1ccccc1F	-0.8	9.4	-2.6	?	-0.7	-3.3	-0.4	0.5	-0.7
45	Cc1cc(NC(=O)CN2C(=O)N(C)C3(CCCCC3)C2=O)ccc1Br	-0.3	-6.7	0.0	-1.6	0.1	-0.7	5.6	4.2	-2.4
46	O=CC1=C(N2CCOCC2)/C(=C\c2ccccc2)CC1	-1.3	-5.4	0.0	-5.1	-1.9	-2.1	18.6	1.5	2.3
47	CC(=O)N(c1nnc(-c2cccc(C)c2)s1)C1CCCC1	0.1	1.8	0.4	?	0.1	2.5	9.4	-0.4	1.1
48	CC(C)C(=O)Nc1cccc(NC(=O)c2ccc(Cl)cc2Cl)c1	/	2.2	0.1	0.8	3.9	-1.0	1.5	-0.3	-0.8
49	CCNc1nc(CN2CCOCC2)nc2sc3c(c12)CCC3	23.0	1.2	0.8	8.9	1.0	-1.4	2.7	3.9	7.5
50	O=C(c1ccc(F)cc1Cl)N1CCN(S(=O)(=O)c2cccs2)CC1	1.5	-0.6	0.6	2.7	0.2	-2.8	-5.8	1.5	-1.5
51	CC(C)C(=O)Nc1cc2c3c(c1)CCN3C(=O)CC2	0.1	2.0	0.6	-1.9	-1.3	-4.9	5.0	-0.9	-0.1
52	C[C@@H]1CN([C@H](C)CO)C(=O)c2cc(NC(=O)Nc3ccc(C(F)(F)F)cc3)ccc2O[C@H]1CN(C)S(=O)(=O)c1cccs1	0.3&-2.3	2.7	-0.1	2.1	0.6	20.9*	5.3	-1.2	1.9
53	Cc1ccc2c(c1)C1CN(C)CCC1N2C(=O)c1ccccc1NS(=O)(=O)c1ccc(F)cc1C (stereo unspecified)	-0.4	-1.7	0.7	-1.2	1.8	-3.0	-7.0	-0.6	-1.7
54	CC1(C(=O)Nc2ccc3c(c2)OCCO3)CCN1C(=O)Cc1cc(F)ccc1F (stereo unspecified)	0.0	0.3	-0.6	-6.1	/	-13.9	7.5	/	5.5
55	COC(=O)CCC(=O)OC1(C)C(=O)C2=CN(CCc3ccccn3)C(c3ccc(OC)cc3)=CC2=C(Br)C1=O (stereo unspecified)	-0.8	-39.7	5.1	-77.9	-0.8	0.1	6.5	-0.3	2.3
56	O=C(Nc1ccc(S(=O)(=O)Nc2nccs2)cc1)c1ccc(F)cc1	-0.8	-0.5	2.0	7.2	-0.3	-2.7	-12.1	0.0	0.4
57	OCCN1CCN(c2ncnc3c2sc2nc(N4CCOCC4)c4c(c23)CCC4)CC1	7.3	10.0	3.4	7.4	-0.5	-2.3	43.8*	3.5	20.0
58	Cc1ccccc1-c1nnn(CC(=O)Nc2ccc3c(c2)OCCO3)n1	/	-0.6	-0.8	-8.8	-1.1	0.6	-5.5	2.0	-3.1
59	O=C(CN1C(=O)NC2(CCCCC2)C1=O)NCCCSc1ccccc1	1.8	-6.5	0.4	8.4	-0.6	-1.2	9.2	-1.2	1.1
60	CC1(c2ccc(Cl)cc2)NC(=S)N2C1NC(=S)N2c1ccccc1 (stereo unspecified)	7.6	-5.6	-2.2	-2.1	0.4	-2.4	-5.1	-1.4	-1.3
61	Nc1cc(N)nc(SCc2ccc(Cl)cc2)n1	-0.4	-10.1	-2.5	?	0.7	-6.3	-2.4	-0.7	-2.0
62	COc1ccc(S(=O)(=O)NCCCn2ccnc2)cc1Cl	-0.7	-8.2	-3.9	?	-2.6	-1.9	-3.7	1.0	1.6
63	Cc1ccc(S(=O)(=O)N2CCCCC2)cc1C(=O)N(C)CC(=O)Nc1cccc(F)c1	2.1	?	?	?	1.1	-2.8	0.3	-2.1	4.2
